# Screening results from PubChem BioAssay.
# TRPV1 agonist: HTS Assay for Compounds that Act as Agonists of the Vanilloid Receptor 1; activation, % at 8.33 µM; Transient receptor potential cation channel subfamily V member 1 (Homo sapiens), Q8NER1; TRPV1-expressing cells, Fluo-8 calcium influx, agonist mode; 320,000 tested, 0.19% active; in the data active = activation above about 80%; inconclusive = between about 30% and that limit; note: 0% is about no effect
# Target sequence (Q8NER1 whole entry, looked up): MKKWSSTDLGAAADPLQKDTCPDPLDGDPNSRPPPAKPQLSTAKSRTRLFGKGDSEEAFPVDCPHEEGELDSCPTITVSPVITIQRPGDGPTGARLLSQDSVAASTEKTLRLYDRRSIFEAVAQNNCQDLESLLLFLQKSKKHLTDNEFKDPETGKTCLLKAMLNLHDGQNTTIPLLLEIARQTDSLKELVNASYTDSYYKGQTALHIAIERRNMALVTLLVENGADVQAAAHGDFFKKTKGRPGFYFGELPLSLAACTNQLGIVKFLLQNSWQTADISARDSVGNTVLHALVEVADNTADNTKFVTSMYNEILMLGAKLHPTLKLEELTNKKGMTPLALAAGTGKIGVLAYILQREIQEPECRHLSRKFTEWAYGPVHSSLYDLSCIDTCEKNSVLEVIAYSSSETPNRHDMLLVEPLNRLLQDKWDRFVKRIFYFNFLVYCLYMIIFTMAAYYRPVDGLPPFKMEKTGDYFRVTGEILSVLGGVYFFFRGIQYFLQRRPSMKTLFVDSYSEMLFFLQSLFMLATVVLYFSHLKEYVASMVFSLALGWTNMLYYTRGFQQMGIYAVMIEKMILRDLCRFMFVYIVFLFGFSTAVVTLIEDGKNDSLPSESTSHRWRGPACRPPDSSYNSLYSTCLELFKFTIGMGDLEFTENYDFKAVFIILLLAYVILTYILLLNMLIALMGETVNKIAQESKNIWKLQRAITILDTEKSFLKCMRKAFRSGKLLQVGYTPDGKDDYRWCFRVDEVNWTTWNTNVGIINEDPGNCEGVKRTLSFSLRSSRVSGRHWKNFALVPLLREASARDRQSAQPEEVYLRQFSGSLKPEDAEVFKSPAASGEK
#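 Fluo-8 calcium influx in TRPV1-expressing cells, kinetic read (ex 480/em 520 nm). Compound added and read 3 min for agonist activity, followed by capsaicin at EC20 final and 2 min further read for enhancement.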
# Mito fusion act: qHTS Assay for Small Molecule Inhibitors of Mitochondrial Division or Activators of Mitochondrial Fusion; S. cerevisiae fusion-defective mutant growth rescue, CellTiterGlo 48 h; Potency, µM (series often up to 46.1 µM), inactives show at the highest dose growth rescue (activation), usual class: activators; 320,000 tested, 0.23% active;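 note: potency is the fitted concentration of half-maximal effect; % of control where 0% means no effect; nearly all actives have a fitted effect of over 45% in size; temperature-sensitive fusion mutants such as fzo1-1 at 37 °C on non-fermentable ethanol glycerol medium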
#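 Luminescent cell viability in 1536-well qHTS format served as the measure of rescued growth in ts fusion-mutant S. cerevisiae cultured on non-fermentable YPEG for 48 hours at 37C.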
# KCNH2 WT inh: qHTS for Inhibitors of KCHN2 3.1: Wildtype qHTS. Voltage-gated inwardly rectifying potassium channel KCNH2 (Homo sapiens), Q12809. 340,000 tested, 0.37% active. activity change, % at 1.84 µM. U2OS, BacMam KCNH2, thallium flux FluxOr; hits give low values;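 active = maximum activity change below -70%; inconclusive = maximum activity change between -70% and -50%; inactive = maximum activity change above -50%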; note: % is set by controls: 0 for no effect and ±100 for the full control effect
#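 U2OS cells transduced with wild-type KCNH2 virus are loaded with FluxOr dye for 45 min, and thallium flux is measured in kinetic reads before and after stimulation buffer. Rate constants are normalized to DMSO controls.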
# KCNH2 3.1 inh: qHTS for Inhibitors of KCHN2 3.1: Mutant qHTS; AID 720553, 2013; U2OS KCNH2 3.1, thallium flux FluxOr; hits give low values; 340,000 tested, 0.95% active; Potassium voltage-gated channel subfamily H member 2, brain isoform KCNH2 3.1 (human); activity change, % (tested at about 1.8 µM);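 active = maximum activity change below -70%; inconclusive = maximum activity change from -70% to -50%; inactive = maximum activity change above -50%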;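 note: thallium influx rate constant from kinetic fluorescence after stimulation buffer; % is set by controls: 0 for no effect and ±100 for the full control effect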
#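 Steps: virus added to U2OS suspension (4 h, RT, dark); medium with 10% FBS added, cells plated, 37 C overnight; FluxOr/Red40 loading buffer 45 min RT; stimulation buffer, 2 min kinetic read; rate constant normalized.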
# Eya2 inh: qHTS Assay for Inhibitors of the Phosphatase Activity of Eya2; 330,000 tested, 0.006% active; recombinant Eya2, OMFP fluorescence dephosphorylation (OMFP is methylfluorescein phosphate); Protein phosphatase EYA2 (Homo sapiens), O00167; Potency, µM (top dose mostly 76.9 µM), inactives show top-dose activity, negative = inhibition, actives largely listed as inhibitors; note: potency is the fitted concentration of half-maximal effect; % is set by controls: 0 for no effect and ±100 for the full control effect
#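 Eya2 protein (added as 0.2 uM solution) was preincubated with compound for 10 min at ambient temperature in 50 mM HEPES pH 7.5, 50 mM NaCl, 5 uM MgCl2, 0.05% BSA, 1 mM DTT. OMFP (added at 50 uM) then reacted 10 min; fluorescence read at 485/525 nm.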
# TSHR antagonist: Antagonists of the Thyroid Stimulating Hormone Receptor: HTS campaign; Thyrotropin receptor (Homo sapiens), P16473; TSHR-expressing cells, TSH-stimulated cAMP HTRF, 2 h; hits give low values; activity change, negative = inhibition, % at 11.5 µM; 330,000 tested, 0.2% active;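 active = activity change below a set negative limit, meaning inhibition stronger than a set level, cut at about -70% in these data; inconclusive = activity change between two set negative limits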; note: % is set by controls: 0 for no effect and ±100 for the full control effect
#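 Antagonism was scored as loss of TSH-driven cAMP in TSHR cells, stimulated with 4nM TSH (EC80) for 2 hours at 37 deg C and detected by homogeneous HTRF competition immunoassay.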
# ELG1 repair inh: qHTS screen for small molecules that inhibit ELG1-dependent DNA repair in human embryonic kidney (HEK293T) cells expressing luciferase-tagged ELG1; 330,000 tested, 2.3% active; HEK293T ELG1-luciferase reporter, luminescence, 16 h; DNA damage induced by 5-fluorouridine; Potency, µM (top dose mostly 46.1 µM), for inactives: at the top dose activity change, negative = inhibition, most hits filed as inhibitors; note: potency is the fitted concentration of half-maximal effect; % is set by controls: 0 for no effect and ±100 for the full control effect; nearly all actives have a fitted effect of over 55% in size
#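 Luminescence from the luciferase reporter, measured 30 min after ONE-Glo reagent at room temperature, was the read-out. Beforehand, 2,000 cells per well were exposed for 16 hr at 37 °C to 5-fluorouridine together with compound or vehicle.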
# A-T KAP1 phos: qHTS Assay for Identifying a Potential Treatment of Ataxia-Telangiectasia. […] A-T fibroblasts, KAP-1 phosphorylation AlphaLISA; neocarzinostatin DNA damage 30 min before lysis. Potency, µM (doses to about 57.5 µM), inactives show at the highest dose activation, usual class: activators. 320,000 tested, 0.19% active; note: potency is the fitted concentration of half-maximal effect; % of control where 0% means no effect; nearly all actives have a fitted effect of over 45% in size
#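 hTERT-immortalized A-T patient fibroblasts ([…]), 500 cells/well in OPTI-MEM, 1% FBS, got compounds for 60 min, then NCS for 30 min at 37C. Lysates were then assayed for phospho-KAP-1 by AlphaLISA (anti-pKAP1 donor, anti-KAP1 acceptor beads), 6 hr at 25C.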
# TCR act: Activators of T cell receptors: qHTS campaign. primary human leukocytes, anti-CD3, IL-2 HTRF, 48 h. Potency, µM (doses to about 9.22 µM), without a hit: at the top dose activation of IL-2 secretion, hits mostly activators. 330,000 tested, under 10 active. AID 504894, 2011; note: % of control where 0% means no effect
#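 IL-2 release read by HTRF sandwich (Eu cryptate donor, d2 acceptor, 665 nm emission) after 48 hr exposure of primary human leukocytes to compound together with anti-CD3 beads in the absence of co-stimulatory signals.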
# USP2a inh: qHTS Assay for Inhibitors of Ubiquitin-specific Protease USP2a Using CHOP2 as the Reporter; Ubiquitin carboxyl-terminal hydrolase 2 (Homo sapiens), O75604; USP2 core, Ub-CHOP2 coupled fluorogenic reporter, 485/531; Potency, µM (series often up to 38.3 µM), without a hit: at the top dose activity change, negative = inhibition, usual class: inhibitors; 330,000 tested, 0.01% active;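 note: potency is the fitted concentration of half-maximal effect; plate controls were DMSO wells for no effect and full inhibition by NEM control for full effect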
#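 Cell-free coupled assay: 10nM USP2 core preincubated 30min RT with compound in Tris-HCl pH 8.0/CaCl2/CHAPS buffer, then 25nM Ub-CHOP2 and 25nM reporter substrate; fluorescence (Ex 485/Em 531) read after 60min RT, normalized to NEM inhibition, concentration-response curves fitted.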
# Active calls of the source: *; ? = inconclusive; . = not tested or not shown; [ ] = dose if it differs, or a comment. Unless noted, calls come from the whole dose curve; as a rule, active = well fitted curve in the direction sought with a large enough effect; inconclusive = small, poorly fitted or top-dose-only effect, or another doubt; inactive = no such curve, though single readings can be large; an effect the other way counts as inactive or inconclusive. These rows are one share of the data, so the mix of outcomes need not match the whole.
SMILES,TRPV1 agonist,Mito fusion act,KCNH2 WT inh,KCNH2 3.1 inh,Eya2 inh,TSHR antagonist,ELG1 repair inh,A-T KAP1 phos,TCR act,USP2a inh
Brc1ccc(CSc2nccn2-c2ccccc2)cc1,.,1%,-2,2,4%,6,-5%,-3%,-3%,5%
CCCCN(C(=O)CSc1nc2ccccc2n1CC)C1CCS(=O)(=O)C1 (centres undefined),3,-6%,16,?,2%,-1,?,0%,3%,2%
O=Cc1ccc(N2CCCC2)c(F)c1,3,0%,-16,13,-2%,0,?,2%,10%,0%
O=c1cc(-c2ccc(O)cc2)oc2c(-c3c(O)cc(O)c4c(=O)cc(-c5ccc(O)cc5)oc34)c(O)cc(O)c12,.,.,-2,-6,10%,-25,8%,-14%,-1%,-1%
Cc1ccccc1OCC(=O)Nc1cccc(C(=O)O)c1,2,1%,4,2,-1%,-6,?,.,4%,-1%
CC(C)[C@H](NC(=O)N1CCn2c1nc1ccccc12)C(=O)NCc1ccco1,-1,-2%,1,-2,-6%,5,-3%,1%,-10%,-2%
CC1CCCCN1C(=O)Cc1ccc(Cl)cc1 (centres undefined),16,-2%,5,3,-14%,1,?,-3%,-9%,0%
Cc1ccccc1-c1noc(CCC(=O)NC2CCCCC2)n1,?,4%,2,1,-2%,-2,-13%,5%,-2%,-1%
Cc1ccc(NC(=O)Nc2cccs2)cc1,?,13%,-5,-12,-2%,-7,?,-1%,-4%,1%
Cc1ccccc1NC(=S)N1CCCC(c2nc3ccccc3[nH]2)C1 (centres undefined),1,1%,2,16,-22%,4,10%,-5%,-6%,2%

# Look-ups from the list:
# CC(C)[C@H](NC(=O)N1CCn2c1nc1ccccc12)C(=O)NCc1ccco1 in USP2a inh = -2%
# Cc1ccccc1OCC(=O)Nc1cccc(C(=O)O)c1 in Eya2 inh = -1%

# Remaining list, next part
SMILES,TRPV1 agonist,Mito fusion act,KCNH2 WT inh,KCNH2 3.1 inh,Eya2 inh,TSHR antagonist,ELG1 repair inh,A-T KAP1 phos,TCR act,USP2a inh
CC1CC(C)CN(S(=O)(=O)N2CCCC(C(=O)NC(C)c3ccccc3)C2)C1 (centres undefined),7,-2%,22,10,5%,16,-1%,3%,1%,2%
C/C(=N\NC(=S)NCCc1ccccc1)c1ccc(C#N)cc1,-4,4%,.,.,-6%,-11,0%,.,3%,1%
Cc1cc(C)cc(N(C(C)C(=O)NC2CCCC2)S(C)(=O)=O)c1 (centres undefined),-9,0%,-3,-23,-7%,5,-1%,.,8%,4%
COC(=O)CSc1nc2sc3c(c2c(=O)n1-c1ccc(OC)cc1)CCN(C)C3,-1,4%,-5,-28,14%,1,8%,6%,-2%,-1%
O=C(Nc1ccc(SC(F)F)cc1)c1ccc2nccnc2c1,?,-23%,17,-20,26%,-14,?,3%,3%,-2%
CC(NC(=O)c1cc(S(=O)(=O)N(C)C)ccc1Cl)C1CC2CCC1C2 (centres undefined),6,-10%,-1,-1,-13%,-6,-22%,0%,-2%,-3%
CC(=O)c1ccc(OCc2ccccc2)c(C)c1O,26,13%,0,-7,2%,-5,?,-7%,-6%,1%
CCOc1ccc(-n2c(C)cc(/C=N\NC(=O)CC(=O)NC3CCCCC3)c2C)cc1,-3,-1%,-2,6,-6%,6,-21%,-4%,1%[46.1 µM],1%
C/C(=N\NC(=O)C(C)Sc1ccccc1)c1ccc([N+](=O)[O-])cc1 (centres undefined),22,4%,10,2,-1%,-15,-7%,5%,-4%,2%
CC1CCCCC1NC(=O)c1ccc(NC2=NC3CS(=O)(=O)CC3S2)cc1 (centres undefined),-2,3%,-3,-26,-1%,10,-3%,9%,10%,1%
Cc1cccc(NC(=O)CNC(=O)CN2C(=O)NC3(CCCc4ccccc43)C2=O)c1C (centres undefined),-4,-4%,0,-3,-21%,10,-9%,-1%,2%,-1%
CCC1CCCCN1CC(=O)Nc1cc(OC)c(OC)cc1C#N (centres undefined),5,3%,0,10,3%,5,-5%,-9%,7%,0%
CCSc1nc2ccccc2n1C(=O)/C=C/c1ccc(OC)c(OC)c1,3,-2%,3,-8,2%,6,?,22µM*,-2%[46.1 µM],-7%
O=C(O)c1cccc(N2C(=O)/C(=C/c3ccc(SCc4ccc(Cl)cc4)o3)SC2=S)c1,0,9%,2,0,-1%,-17,-8%,-31%,-3%,2%
CCCOc1ccccc1C1CC(=O)Nc2cc3c(cc21)OCO3 (centres undefined),22,?,-4,-5,4%,-23,?,-3%,1%,4%
O=C(CSc1nnc(SCc2ccc(Cl)cc2)s1)N1CCN(C(=O)c2ccco2)CC1,-2,-1%,23,-19,-27%,-3,7%,-1%,0%,-1%
COc1cc(OC)cc(-c2c(C#Cc3ccsc3)c3cc(-c4cccc5[nH]cc(C=O)c45)ccc3n2C)c1,.,.,-6,-18,-17%,-1,?,0%,-2%,5%
Cc1cc(C)c(S(=O)(=O)N2CCC(C(=O)NCc3ccncc3)CC2)c(C)c1,?,1%,9,15,2%,0,?,-3%,-13%,-1%
Cc1ccc(NC(=O)N/C=C/c2ccco2)cc1C,-1,3%,0,12,2%,1,?,-3%,-8%,3%
COc1ccc(S(=O)(=O)NC(C)C(=O)NCc2ccccn2)cc1OC (centres undefined),1,-5%,3,-16,7%,-8,-3%,4%,0%,4%
COc1ccc(CCN(C)C(=O)CNC(=O)c2ccc3c(c2)OCO3)cc1OC,2,0%,-12,7,8%,0,8%,17%,-4%,0%
CCn1c(=O)n(CC)c2cc(N)ccc21,0,2%,13,-1,-1%,-4,?,10%[11.5 µM],-4%,0%
Cc1cc(C)cc(N=Cc2c(O)c3ccccc3oc2=O)c1,20,12%,6,-6,-5%,-2,14%,2%,-10%,0%
O=C(NN=C1CCCC1)c1cc(O)cc(O)c1,1,1%,-3,-1,6%,8,?,10%,3%,1%
CCN(C(=O)COC(=O)c1ccc(OCc2c(C)noc2C)cc1)c1ccccc1,4,1%,9,5,8%,4,-10%,-1%,7%,-1%
CC/C(=N/O)c1cnnc(SC)n1,-8,-2%,1,-7,-1%,13,2%,-3%,4%[46.1 µM],1%
O=C(NCCCn1ccnc1)c1ccccc1Cl,0,9%,5,-7,18%,-3,-8%,12%,2%,2%
CCOc1ccc(S(=O)(=O)Nc2ccc(S(=O)(=O)N3CCCCC3)cc2)cc1,-2,0%,-4,.,-7%,11,-2%,3%,-7%,1%
O=C(NCc1cccnc1)c1cccc2c1C(=O)N(Cc1cccnc1)C2,-3,0%,7,-11,14%,-2,-7%,0%,0%,0%
Cn1c(=O)c2c(nc(NCc3ccc4c(c3)OCO4)n2Cc2ccccc2F)n(C)c1=O,-2,10%,4,4,-2%,4,?,-2%,-5%,1%
O=C(Cn1cc(C(F)(F)F)ccc1=O)N1CCCc2ccccc21,.,.,3,5,2%,-7,4%,8%,6%,-5%
CCCC1(C(=O)OCC)NC(c2ccc(O)cc2)C2C(=O)N(c3cccc(C(C)=O)c3)C(=O)C21 (centres undefined),7,-7%,1,10,-21%,-2,1%,11%,-3%,1%
CCOC(=O)C(CC)/C(C)=N\NC(=O)CCC(=O)Nc1ccc(Cl)cc1Cl (centres undefined),3,-3%,-9,18,5%,1,4%,-3%,-3%,0%
O=[N+]([O-])c1cc(/C=N\Nc2nccs2)ccc1O,-3,0%,.,.,14%,-18,-17%,-5%,.,?
CCCCOc1ccc(CNC(=S)N/N=C/c2ccc(OC)c(OC)c2)cc1,-5,-6%,0,4,-2%,26,8.2µM*,8%,2%,-19%
CC(C)n1c(CCCO)nc2ccccc21,-3,-6%,17,14,-8%,2,6%,1%,3%,0%
Cc1ccc(-n2cc(-c3ccccc3)c3c(=O)[nH]cnc32)cc1,19,-15%,-9,16,-10%,-6,-13%,4%,-2%[46.1 µM],-9%
CCOC(=O)c1ccc(NC(=O)CCc2nc(-c3ccccc3)no2)cc1,?,19%,4,1,0%,-18,26µM*,9%,-3%,3%
Cc1cc(=O)n2[nH]c(=O)c(N=Nc3ccccc3)c2[nH]1,-1,-4%,6,2,-4%,-23,-7%,-5%,0%,1%
Oc1ccc(/C=N/N=C/c2ccc(O)c(O)c2)cc1O,3,0%,-1,9,2%,-5,3%,1%,7%,-1%
